Screening results (PubChem)
NTR1 ag = NTR1-driven beta-arrestin-GFP spot formation – imaging, U2OS cells, high content, primary screen (AID 493036). P30989. agonist mode. activation, % at 20 µM. actives 0.17% (n = 330,000);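 active = activation at or above 40% of the spot to cytoplasm intensity ratio, with at least 20 cells analyzed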;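 note: 0% = DMSO without peptide and 100% = 100 nM NTR1 peptide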
Target sequence (P30989 whole entry, looked up): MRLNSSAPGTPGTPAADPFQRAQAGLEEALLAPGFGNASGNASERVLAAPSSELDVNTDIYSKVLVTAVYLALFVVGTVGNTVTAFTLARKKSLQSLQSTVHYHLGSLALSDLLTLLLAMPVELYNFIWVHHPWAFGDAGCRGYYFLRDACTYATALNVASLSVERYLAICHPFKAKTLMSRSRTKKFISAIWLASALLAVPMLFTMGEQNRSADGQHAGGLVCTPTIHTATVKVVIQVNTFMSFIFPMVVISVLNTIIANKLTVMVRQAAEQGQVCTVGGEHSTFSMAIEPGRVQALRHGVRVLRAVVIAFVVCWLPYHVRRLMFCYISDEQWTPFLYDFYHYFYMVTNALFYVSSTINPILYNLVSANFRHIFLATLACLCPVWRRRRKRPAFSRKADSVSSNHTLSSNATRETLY
NOD2 inhibition = NOD2 signaling inhibitors, cell-based, luminescence, uHTS, HEK293 (AID 1566). HEK293 NOD2/NF-kB luciferase reporter, luminescence; higher % means a stronger effect. inhibition, % at 4 µM, or EC50 in µM where a hit was titrated. actives 0.63% (n = 290,000); note: many of its hits are not listed in these tables
KOR beta-arrestin-1 = KOR antagonists, beta-arrestin recruitment, cell-based, luminescence, uHTS (AID 1778); KOR beta-arrestin recruitment, luminescence, antagonist mode; higher % means a stronger effect; one-dose inhibition, % at 10 µM; IC50 in µM for titrated hits; actives 0.091% (n = 290,000); note: strong numbers were not always called active
ER stress rescue = protection against thapsigargin-triggered cell killing – 384-well, CSM14.1, ATP luminescence, primary screen (AID 1222); CSM14.1 thapsigargin-induced death rescue, ATP luminescence; higher % means a stronger effect; 190,000 tested, under 10 active; one-dose cellular ATP content (survival), % at 20 µM; EC50 in µM for titrated hits;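 active = EC50 below 50 µM in the dose-response confirmation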;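 note: death triggered by thapsigargin at about 15 µM added after 2 h compound pretreatment; cell ATP read after overnight thapsigargin exposure of roughly 18 to 22 hours; normalized against plate controls of thapsigargin alone and 5% DMSO vehicle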
Yfh1-off respiration = enhancers of respiration in Yfh1-depleted yeast, dose response, Friedreich's ataxia, plus single-dose screen (AID 1465). S. cerevisiae Yfh1-off respiration, WST-1 reduction, 72 h; higher fold induction means a stronger effect. fold induction at 50 µM; hits with a dose series show EC50 in µM. actives 0.074% (n = 220,000);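 active = fold induction of absorbance versus untreated yeast above a set limit, then at least 30% activation at any dose in follow-up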;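 note: activators that raise dye reduction in frataxin-depleted yeast; strong numbers were not always called active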
GPR55 activation = selective activators of receptor GPR55 – imaging, U2OS cells, beta-arrestin-GFP redistribution, primary screen (AID 1961); U2OS GPR55 beta-arrestin-GFP redistribution imaging; higher % means a stronger effect; one-dose activation, % at 10 µM; EC50 in µM for titrated hits; actives 0.048% (n = 290,000);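 active = activation above 40% with more than 50 cells counted in the well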;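 note: U2OS osteosarcoma cells stably expressing GPR55 and beta-arrestin-GFP; plate controls were DMSO negative control for no effect and LPI positive control for full effect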
NOD1 inhibition = NOD1 signaling inhibitors, primary screen, cell-based, luminescence, uHTS (AID 1578); NOD1-driven NF-kB luciferase reporter cells, luminescence; higher % means a stronger effect; inhibition, % at 4 µM; hits with a dose series show EC50 in µM; actives 1% (n = 290,000); in the data active = inhibition mostly above about 36%, no sharp cut-off; inactive = mostly below about 34%;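 note: HEK-293T reporter cells stimulated with the NOD1 agonist gamma-tri-DAP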
TNAP activators = stimulation of alkaline phosphatase TNAP activity – biochemical, luminescent, no phosphate acceptor, uHTS, primary screen (AID 1001); one-dose activation fold at 20 µM; EC50 in µM for titrated hits; purified TNAP, luminescent activation assay, no phosphate acceptor; higher activation fold means a stronger effect; actives 0.03% (n = 200,000); in the data active = activation fold from about 3, or a potency from the dose series; inactive = the rest, 99 in 100 with activation fold below about 1.6; note: many of its hits are not listed in these tables
KOR beta-arrestin-2 = kappa opioid receptor activators – cell-based, luminescence, uHTS, primary screen (AID 1777); KOR beta-arrestin recruitment, luminescence; higher % means a stronger effect; activation, % at 10 µM, or EC50 in µM where a hit was titrated; actives 0.02% (n = 280,000); in the data active = activation above about 50%, passing the limit was not always enough; note: a part of the inactive calls stands beside numbers as strong as those of hits
NTR1 ag cell count 20 µM = recorded beside NTR1 ag, whose call it bears; cell count; measured here: cell count, cytotoxicity flag
* marks the source's active call; other numbers are inactive results; i = inactive; . = no result given; [ ] = dose if it differs, or a comment. Cut-off read from the data, not from the text of the source, unless noted: active = inhibition above about 50%; inactive = the rest. Some of the compounds tested (hit frequency here may not be typical).

Below each compound – NTR1 ag	NTR1 ag cell count 20 µM	NOD2 inhibition	KOR beta-arrestin-1	ER stress rescue	Yfh1-off respiration	GPR55 activation	NOD1 inhibition	TNAP activators	KOR beta-arrestin-2
Cc1cc(C)nc(-n2ncc3c2CC(c2ccccc2)CC3=O)n1 (stereo not drawn)
 : 2.7	92	16%	18%	-2.9%	i	-0.3%	11%	1.1	21%
COc1ccc2c(C)cc(=O)[nH]c2c1
 : 1.2	83	8%	-43%	1.9%	i	-0.1%	-4%	1.1	0.6%
Cc1cc(N2CCCCC2)ccc1[N+](=O)[O-]
 : 0.5	46	19%	.	-2.1%	i	-0.4%	34%	0.9	5.1%
Cc1ccnc(NS(=O)(=O)c2cccs2)c1
 : -0.8	57	8%	12%	-4.8%	i	-0.1%	-15%	1.1	-3.2%
O=C1C(C2=NC(c3ccccn3)C3C(=O)N(c4ccccc4)C(=O)C23)=C(O)c2ccccc21 (stereo not drawn)
 : 1.9	47	19%	31%	.	i	-0.1%	8%	.	-2.0%
COC(=O)Cn1nc(-c2ccc(C)cc2)c2ccccc2c1=O
 : 3.5	26	0%	-15%	-0.6%	i	-0.3%	-22%	1.1	-4.3%
CC(NC(=O)/C=C/c1ccco1)c1nc2ccccc2n1Cc1cccc(Cl)c1 (stereo not drawn)
 : 1.5	37	-16%	6%	1.9%	.	-0.2%	-4%	1.1	-1.7%
CC/C(=N\Nc1ccccc1[N+](=O)[O-])c1ccc(O)cc1
 : 11	33	-6%	-9%	0.1%	i	0.6%	-26%	0.8	-4.5%
Cc1ccc(OCC(=O)Nc2ccc(F)cc2)c([N+](=O)[O-])n1
 : -0.2	46	-32%	-9%	-1.0%	i	0.0%	-37%	1.1	-1.6%
CC(=O)c1ccccc1C(=O)N1CCCC(CCC(=O)N2CCN(c3ccccn3)CC2)C1 (stereo not drawn)
 : 0.8	49	2%	-17%	.	.	-0.1%	3%	.	3.7%
Cc1cc(F)ccc1NC(=O)c1cccnc1
 : -0.1	62	-12%	17%[20 µM]	-0.8%	i	-0.1%	-34%	1	-1.6%
Cc1ccc(C(=O)Oc2ccc3c(c2)ncn3C)cc1
 : -0.9	53	14%	-41%	-6.2%	i	0.2%	15%	0.9	5.2%
CCOC(=O)c1c(C)[nH]c(C)c1C(=O)COC(=O)c1cc2ccccc2cc1O
 : 7.1	92	4%	-21%	-0.7%	i	0.5%	-20%	1.2	-2.2%
N/C(=N\OC(=O)C1CCCCC1)c1cccnc1
 : -1.3	44	3%	16%	-1.3%	i	0.4%	-2%	1.1	-1.5%
CCOC(=O)c1ccc(N2N=C(C)/C(=C/C=C/c3ccco3)C2=O)cc1
 : 8.1	80	-18%	-28%	0.1%	i	-0.5%	-32%	0.9	-2.9%
Cc1ccc(C)c(OCCn2ccnc2)c1
 : 0.0	58	3%	-32%	.	.	-0.1%	-19%	.	-0.1%
Cc1ccc(NC(=O)C2CCN(S(=O)(=O)c3ccc4c(c3)NC(=O)C(C)S4)CC2)c(C)c1 (stereo not drawn)
 : 0.3	56	31%	11%	.	.	0.2%	3%	.	-0.6%
COc1cc(SC)ccc1C(=O)Nc1ccc2c(c1)OCCO2
 : -1.6	39	-118%	14%	-6.5%	i	0.3%	-19%	1	0.4%
CN(C)c1nc(Oc2ccc(OCCOc3ccccc3)nn2)nc(N(C)C)n1
 : -0.1	29	-1%	-32%[20 µM]	2.5%	i	-0.1%	-48%	1.1	.
CCC(=O)N1C(C(=O)N2CCCC2)CSC1c1ccc(OC)cc1 (stereo not drawn)
 : -0.4	70	7%	7%	-3.1%	.	0.8%	-23%	1	-3.2%
COc1cccc(C2N(c3ccc(Cl)c(Cl)c3)C(=O)C3CCCN32)c1OC (stereo not drawn)
 : -0.9	57	-16%	5%	-1.6%	i	0.0%	-18%	1.1	2.3%
CC(C)(C)c1ccc(OCc2cnc(Cl)s2)cc1
 : 6.4	42	9%	-46%[20 µM]	4.8%	i	-0.1%	-32%	1.1	-3.0%
O=C(Nc1ccc(SC(F)(F)F)cc1)c1ccccn1
 : -0.4	38	-118%	-12%	-0.4%	i	0.2%	-69%	1.1	-3.7%
Nc1cc(-c2ccc(Br)cc2)nn1S(=O)(=O)c1ccccc1
 : 4.0	57	10%	0%	.	i	1.3%	-10%	1.1	26%
Cc1csc(NC(=O)c2cc(-c3ccncc3)nc3ccccc23)n1
 : -0.8	59	14%	-15%	-0.3%	i	-0.4%	-12%	1.1	5.5%
COc1cccc(-c2nc(NC(C)(C)C)c3ccccc3n2)c1O
 : 9.8	81	20%	-58%	-1.4%	i	-0.2%	-5%	1	5.2%
COc1cccc(NS(=O)(=O)c2ccc(OC)c(OC)c2)c1
 : -2.1	40	10%	-2%	0.1%	i	-0.2%	-3%	1.1	0.5%
O=C(NNC(=O)C1CCCC1)c1ccccc1F
 : 1.4	51	-24%	-66%	.	.	0.0%	18%	.	3.4%
Nc1ncnc(Nc2ccccc2Cl)n1
 : -1.3	38	17%	2%	.	i	2.2%	-15%	.	0.3%
Cc1ccc(-n2cc(C(=O)c3ccccc3O)cn2)cc1
 : 2.9	77	-128%	-37%	-1.2%	.	1.0%	10%	1	1.0%

3 entries from above, as comma-separated lines:
SMILES,NTR1 ag,NTR1 ag cell count 20 µM,NOD2 inhibition,KOR beta-arrestin-1,ER stress rescue,Yfh1-off respiration,GPR55 activation,NOD1 inhibition,TNAP activators,KOR beta-arrestin-2
Cc1ccnc(NS(=O)(=O)c2cccs2)c1,-0.8,57,8%,12%,-4.8%,i,-0.1%,-15%,1.1,-3.2%
O=C1C(C2=NC(c3ccccn3)C3C(=O)N(c4ccccc4)C(=O)C23)=C(O)c2ccccc21 (stereo not drawn),1.9,47,19%,31%,.,i,-0.1%,8%,.,-2.0%
COC(=O)Cn1nc(-c2ccc(C)cc2)c2ccccc2c1=O,3.5,26,0%,-15%,-0.6%,i,-0.3%,-22%,1.1,-4.3%

The results go on.
Below each compound – NTR1 ag	NTR1 ag cell count 20 µM	NOD2 inhibition	KOR beta-arrestin-1	ER stress rescue	Yfh1-off respiration	GPR55 activation	NOD1 inhibition	TNAP activators	KOR beta-arrestin-2
Cc1cc(C(=O)N/N=C/c2ccc(N(C)C)cc2)c2ccccc2n1
 : 2.7	37	1%	11%	-1.4%	i	-0.5%	-6%	1.1	-1.4%
NC(=O)CSc1nnc(COc2ccccc2)n1CCc1ccccc1
 : -0.8	85	11%	15%	0.0%	i	-0.2%	6%	1	1.0%
COc1cc(C)c(C#N)c(OC)n1
 : -2.4	74	2%	3%	-1.0%	i	-0.1%	-18%	1.1	4.2%
CC1CCN(c2nc3c(c(=O)[nH]c(=O)n3C)n2Cc2ccccc2Cl)CC1
 : 9.7	53	11%	-37%	1.9%	i	-0.4%	9%	1	-1.3%
Cc1nn(-c2ccccc2)c(Cl)c1/C=C1\C(=O)N(C)C(=S)N1C
 : 3.2	49	12%	-58%	-2.3%	i	0.2%	5%	1	4.8%
CC(=O)c1sc(NC(=O)COc2ccc(C)c(C)c2)nc1C
 : 5.7	78	-1%	22%	-0.8%	i	0.1%	-1%	1.1	1.4%
COc1ccc(OCC(O)CNC(=O)Nc2ccc(C(C)(C)C)cc2)cc1 (stereo not drawn)
 : -1.1	48	4%	-9%	.	i	-0.2%	-11%	.	2.0%
CCCCNC(=O)Nc1ccccc1C(=O)NCCC
 : 0.1	36	16%	-12%	-0.1%	i	-0.3%	-9%	1.1	-3.2%
COc1ccc(CN2C(=O)c3ccccc3C2C(=O)NC2CCC(C)CC2)c(OC)c1 (stereo not drawn)
 : -1.0	61	3%	8%	-2.0%	i	-0.3%	8%	1.3	1.3%
CCOc1ccc(NC(=S)N(CCc2c(C)[nH]c3ccc(C)cc23)Cc2cccnc2)cc1
 : 6.4	51	17%	-25%	6.6%	.	0.2%	-12%	1.1	2.1%
Cc1cccc(C2c3[nH]c4ccccc4c3CCN2Cc2ccc(C)s2)n1 (stereo not drawn)
 : 4.7	45	-10%	30%	-1.7%	i	1.0%	-31%	1	-5.1%
COC(=O)CSc1nc(C2CC2)nc2ccccc12
 : 0.4	38	9%	6%	-2.8%	i	-0.1%	8%	1.1	-0.9%
Cc1ccc(S(=O)(=O)NC(=O)COc2ccccc2)cc1
 : -1.0	19	-2%	-8%	-2.0%	i	0.8%	-36%	1.1	-0.4%
COC(=O)c1ccc(C)c(NC(=O)CSc2sc3c(O)cc(=O)[nH]c3c2C#N)c1
 : 0.1	55	3%	-8%	.	.	0.2%	-15%	.	-4.7%
CC(=O)Nc1ccc2c(CSc3nnc(-c4cccnc4)n3-c3ccc(C)cc3C)cc(=O)oc2c1
 : 3.1	63	7%	-46%	3.3%	i	0.1%	-5%	1.1	16%
CCOC(=O)C1=C(C)Nc2ccccc2N=C1NC(=O)C(c1ccccc1)c1ccccc1
 : 0.5	64	-13%	8%[20 µM]	-1.0%	i	-0.1%	-20%	1	-5.4%
NC(=O)c1c(NC(=O)Cn2cnc([N+](=O)[O-])n2)sc2c1CCCC2
 : 4.0	45	18%	10%	.	i	-0.1%	-8%	.	0.4%
Nc1ccc(C(=O)N/N=C/c2c[nH]c3ccccc23)cc1
 : -0.4	49	-14%	-11%	.	.	0.0%	-10%	.	-1.2%
COc1ccc(/C=C/C(=O)OC(C)CN2CCCCC2)cc1 (stereo not drawn)
 : -0.7	43	16%	-18%[20 µM]	.	.	-0.1%	-1%	.	5.4%
COc1ccc(/C=C/C(=O)NC(C)CCc2ccccc2)cc1OC (stereo not drawn)
 : -1.0	77	-15%	-8%[20 µM]	0.8%	i	-0.1%	2%	1.2	-1.8%
COCCn1c(=O)c2c(nc3n2CCCN3CCc2ccc(OC)c(OC)c2)n(C)c1=O
 : -0.8	99	7%	20%	.	.	-0.2%	-1%	.	-0.9%
Nc1cccc(-c2cnc3ccccc3n2)c1
 : 0.4	58	-23%	15%	.	.	-0.1%	-8%	.	-3.9%
CC(O)c1nc2ccc(C(=O)O)cc2[nH]1 (stereo not drawn)
 : 1.1	53	-3%	-3%	.	i	0.7%	-7%	.	2.3%
Cc1ccc(CNC(=O)c2ccc(CS(=O)Cc3ccccc3Cl)o2)cc1 (stereo not drawn)
 : 0.2	67	9%	-4%	.	.	-0.1%	0%	.	2.6%

Whole records from above:
Cc1ccc(S(=O)(=O)NC(=O)COc2ccccc2)cc1 reads NTR1 ag: -1.0; NTR1 ag cell count 20 µM: 19; NOD2 inhibition: -2%; KOR beta-arrestin-1: -8%; ER stress rescue: -2.0%; Yfh1-off respiration: i; GPR55 activation: 0.8%; NOD1 inhibition: -36%; TNAP activators: 1.1; KOR beta-arrestin-2: -0.4%
Cc1cccc(C2c3[nH]c4ccccc4c3CCN2Cc2ccc(C)s2)n1 (stereo not drawn) reads NTR1 ag: 4.7; NTR1 ag cell count 20 µM: 45; NOD2 inhibition: -10%; KOR beta-arrestin-1: 30%; ER stress rescue: -1.7%; Yfh1-off respiration: i; GPR55 activation: 1.0%; NOD1 inhibition: -31%; TNAP activators: 1; KOR beta-arrestin-2: -5.1%
